Screening data: PubChem BioAssay, National Center for Advancing Translational Sciences (NCATS)
G9a inh – qHTS Assay for Inhibitors of Histone Lysine Methyltransferase G9a; G9a H3K9 monomethylation, AlphaScreen, 2 h; Histone-lysine N-methyltransferase EHMT2 (Homo sapiens), Q96KQ7; Potency, µM (doses to about 102 µM), inactives show top-dose activity, negative = inhibition, hits mostly inhibitors; 350,000 compounds, 8.8% hits; further: potency means the concentration at half of the fitted maximal effect; on the % scale 0 is the no-effect control and ±100 the full control effect; nearly all actives have a fitted effect of over 75% in size
Target sequence (Q96KQ7 913-1193 limits assumed): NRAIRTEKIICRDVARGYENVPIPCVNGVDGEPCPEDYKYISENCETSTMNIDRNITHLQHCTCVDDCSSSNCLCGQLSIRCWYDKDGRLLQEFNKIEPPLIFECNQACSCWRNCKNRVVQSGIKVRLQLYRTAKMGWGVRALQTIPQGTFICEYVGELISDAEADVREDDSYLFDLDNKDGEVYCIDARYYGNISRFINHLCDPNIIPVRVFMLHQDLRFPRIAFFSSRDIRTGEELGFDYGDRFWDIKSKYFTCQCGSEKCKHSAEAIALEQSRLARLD
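Quantitative HTS format: methyltransferase activity on a biotin-tagged H3K9 peptide is measured by AlphaScreen, using a rabbit anti-monomethyl-H3K9 antibody with streptavidin donor and anti-IgG acceptor beads. Final levels are 20 nM enzyme, 500 nM peptide, 20 uM SAM; 2 h RT.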
RGS4 inh – Inhibitors of Regulator of G Protein Signaling (RGS) 4: qHTS; Transcreener GDP fluorescence polarization, RGS4-accelerated GTP hydrolysis; Potency, µM (series often up to 114 µM), inactives show top-dose activity change, negative = inhibition, usual class: inhibitors; Regulator of G-protein signaling 4 (Homo sapiens), P49798; 390,000 compounds, 0.039% hits; AID 504845, 2011; further: potency means the concentration at half of the fitted maximal effect; on the % scale 0 is the no-effect control and ±100 the full control effect; nearly all actives have a fitted effect of over 75% in size; some results filed as inactive show a strong effect at the top dose
Target sequence (P49798 whole entry, looked up): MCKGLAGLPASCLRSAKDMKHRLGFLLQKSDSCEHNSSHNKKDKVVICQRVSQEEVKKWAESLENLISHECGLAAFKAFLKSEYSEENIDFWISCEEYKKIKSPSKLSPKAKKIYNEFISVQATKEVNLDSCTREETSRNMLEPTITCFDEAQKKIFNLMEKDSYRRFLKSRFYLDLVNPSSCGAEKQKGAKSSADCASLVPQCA
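MLSMR compounds (23 nl, pin-transferred) preincubated 10 min at room temperature with a 500nM (2x) first reagent, then RGS4 at 900nM (2x) plus Transcreener GDP mix added; fluorescence polarization (620/688 nm) read before and after 90 min at 30 °C.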
ALOX12 inh – Primary qHTS assay for inhibitors of human arachidonate 12S-lipoxygenase (ALOX12): Round 2; Polyunsaturated fatty acid lipoxygenase ALOX12 (Homo sapiens), P18054; purified 12hLO, xylenol orange hydroperoxide absorbance; Potency, µM (series often up to 108 µM), for inactives: top-dose activity change, negative = inhibition, actives largely listed as inhibitors; 580,000 compounds, 1.1% hits; AID 1671190, 2021; further: potency means the concentration at half of the fitted maximal effect; on the % scale 0 is the no-effect control and ±100 the full control effect
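Hydroperoxide product was detected by ferrous iron/xylenol orange as the 573 to 405 nm absorbance ratio. Arachidonic acid at 40 uM (final) was turned over for 30 min at room temperature by 150 nM human 12hLO, pH 7.0 Hepes buffer, after 15 min compound preincubation.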
GLS inh – qHTS for Inhibitors of Glutaminase (GLS); Glutaminase kidney isoform, mitochondrial (Homo sapiens), O94925; GLS enzymatic activity, qHTS titration; Potency, µM (doses to about 45.5 µM), inactives show at the top dose activity change, negative = inhibition, actives largely listed as inhibitors; 410,000 compounds, 0.21% hits; AID 624170, 2012; further: potency means the concentration at half of the fitted maximal effect; on the % scale 0 is the no-effect control and ±100 the full control effect
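Two-point fluorescence kinetic (t0, 30 min RT) for hKGA; glutamate detected via glutamate oxidase–HRP–Amplex Red. Substrate: 1 mM L-glutamine solution; buffer 45 mM KH2PO4, pH 8.2.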
PI4K2A block – qHTS for small molecular inhibitors of PI4K2A; 420,000 compounds, 0.13% hits; activity change, negative = inhibition, % at 76.9 µM; purified PI4K2A, ADP-Glo luminescence, 1 h; hits give low values; Phosphatidylinositol 4-kinase type 2-alpha (Homo sapiens), Q9BTU6; in the data active means activity change below about -50%; inconclusive means mostly about -30% to -49%;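 further: -100% = wells without enzyme as full effect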
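PI4K2A activity was measured by ADP-Glo luminescence: enzyme (4 ug/mL stock) and phosphatidylinositol (1.2 mM stock) in Tris pH 7.5/MgCl2/EGTA/Triton X-100 buffer were reacted with ATP (300 microM stock) for one hour at ambient temperature.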
HP1b chromo inh – HTS for Inhibitors of HP1-beta Chromodomain Interactions with Methylated Histone Tails; Chromobox protein homolog 1 (Homo sapiens), P83916; AlphaScreen HP1-beta / biotin-H3K9me3 peptide binding; Potency, µM (titrated, usually from 114 µM), for the others: at the highest dose activity change, negative = inhibition, actives largely listed as inhibitors; 390,000 compounds, 0.56% hits; further: potency means the concentration at half of the fitted maximal effect; nearly all actives have a fitted effect of over 70% in size; inactives centre near 23
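AlphaScreen: HP1-beta (50 nM) preformed 30 min with biotin-H3(1-18)K9me3 peptide (50 nM) in PBS pH 7.4, 0.01% Tween-20. Compound added for 30 min at RT, then streptavidin donor/nickel chelate acceptor beads (10 ug/mL) for 30 min.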
BAZ2B block – qHTS Assay for Inhibitors of BAZ2B; AlphaScreen BAZ2B-H3K14Ac peptide displacement; Potency, µM (highest dose often 114 µM), inactives show top-dose activity change, negative = inhibition, most hits filed as inhibitors; 360,000 compounds, 4.4% hits; AID 504333, 2011; further: potency means the concentration at half of the fitted maximal effect; on the % scale 0 is the no-effect control and ±100 the full control effect; nearly all actives have a fitted effect of over 60% in size
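Compounds, titrated to a top concentration of 110 uM, were incubated 30 min at room temperature with preformed BAZ2B/acetyl-K14 H3 peptide complex (50 nM each). Proximity signal was measured by AlphaScreen after 20 min with beads.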
JMJD2A Tudor – qHTS Assay for Inhibitors of JMJD2A-Tudor Domain. Potency, µM (top dose mostly 114 µM), without a hit: at the highest dose activity change, negative = inhibition, most hits filed as inhibitors. Lysine-specific demethylase 4A (Homo sapiens), O75164. AID 504339, 2011. 390,000 compounds, 4.4% hits. AlphaScreen JMJD2A-Tudor / H3K4me3 peptide binding; further: potency means the concentration at half of the fitted maximal effect; on the % scale 0 is the no-effect control and ±100 the full control effect; nearly all actives have a fitted effect of over 50% in size
ERG-DNA inh – qHTS for Small Molecule Inhibitors of the ERG Ets/DNA interaction; Transcriptional regulator ERG (Homo sapiens), P11308; fluorescence polarization, His-ERG Ets domain / labelled DNA; Potency, µM (titrated, usually from 76.9 µM), for the others: at the top dose FP activity, negative = inhibition, most hits filed as inhibitors; 370,000 compounds, 0.028% hits; AID 624246, 2012; active means well fitted inhibition curve with a large enough effect in the polarisation, with a control signal flat; inconclusive means small, poorly fitted or top-dose-only effect, or effect the other way, or a change in a side signal; inactive means no such curve, though single readings can be large or run the other way; the % refers to the polarisation;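 further: polarization taken with two DNA probes labelled with fluorescein and Texas red; potency means the concentration at half of the fitted maximal effect; % of control where 0% means no effect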
Target sequence (P11308 whole entry, looked up, the tested form may be a part): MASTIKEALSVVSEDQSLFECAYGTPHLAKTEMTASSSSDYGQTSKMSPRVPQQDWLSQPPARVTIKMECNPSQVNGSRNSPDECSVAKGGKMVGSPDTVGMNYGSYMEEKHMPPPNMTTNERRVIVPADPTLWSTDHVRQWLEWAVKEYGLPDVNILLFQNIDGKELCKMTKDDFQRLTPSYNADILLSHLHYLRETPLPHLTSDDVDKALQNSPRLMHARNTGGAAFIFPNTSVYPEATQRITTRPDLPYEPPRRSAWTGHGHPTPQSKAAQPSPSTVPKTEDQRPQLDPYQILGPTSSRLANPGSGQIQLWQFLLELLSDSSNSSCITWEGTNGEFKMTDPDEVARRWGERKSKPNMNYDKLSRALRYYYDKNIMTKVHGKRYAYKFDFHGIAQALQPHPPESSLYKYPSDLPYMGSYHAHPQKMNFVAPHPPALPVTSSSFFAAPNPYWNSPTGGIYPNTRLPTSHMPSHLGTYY
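His-tagged ERG Ets domain (1 uM in the protein solution; 300mM KCl, 50mM Tris-HCl, 1mM EDTA, 1mM DTT, pH 7.5) received compound, then a probe mix of 5 nM fluorescein-DNA and 100nM Texas-615-DNA. Fluorescence polarization was read for both dyes.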
Starred values were filed as active, the others as inactive; i = inactive; ? = inconclusive; · = no result given; [ ] = dose if it differs, or a comment. Unless noted, the call rests on the fitted dose curve; in most records, active means well fitted curve in the direction sought with a large enough effect; inconclusive means small, poorly fitted or top-dose-only effect, or another doubt; inactive means no such curve, though single readings can be large; an effect the other way counts as inactive or inconclusive. A portion of the library; the hit share may differ from the screen's.

Values run as follows: ALOX12 inh, JMJD2A Tudor, BAZ2B block, RGS4 inh, PI4K2A block, ERG-DNA inh, G9a inh, HP1b chromo inh, GLS inh
- COc1ccc(NC(=O)c2cncc(Br)c2)cc1S(N)(=O)=O
  -16%, 2%, 1%, 0%, 1, -5%, 7%, 39%[activator], 0%
- CCOC(=O)c1c(C)oc2c1cc(O)c1ccccc12
  442%[activator], -10%, -2%, 15%, -2, 0%, -8%, 7%, 7%
- Cc1ccc(S(=O)(=O)N2CCCC(C(=O)NC3CC3)C2)cc1 (stereo unspecified)
  -15%, -3%, 10%, 0%, 4, -6%, 12%, 42%[activator], 0%
- CCN(CC(=O)Nc1ccc(NC(C)=O)cc1)C(=O)c1ccc(S(=O)(=O)N2CCCC2)cc1
  -2%, -6%, ·, -29%, -2, ·, ·, 32%, 5%
- O=C(OC(C(=O)NCc1ccc2c(c1)OCO2)c1ccc(Cl)cc1)c1ccco1 (stereo unspecified)
  ?, -9%[57.1 µM], 11%, 15%[11.4 µM], 2, -1%, 18%, 27%, 0%
- COc1ccc(NC(=O)COc2ccc3c(c2)OCO3)cc1
  -1%, -19%, -18%, -41%, -3, 14%, 3%, 1%, -5%
- COc1ccccc1-c1c(C)nn2c(N)c(-c3ccc(Cl)cc3)cnc12
  8%, -13%, 7%, -27%, 4, -2%, -5%[0.501 µM], 55%[activator], -8%
- CCN(CC)C(=O)CSc1nc2ncc(Br)cc2[nH]1
  i, -20%, 8%, -3%, -3, 1%, 2%, 34%, 6%
- CCOc1ccccc1N1CC(C(=O)N2CCOCC2)CC1=O (stereo unspecified)
  20%, -11%, 4%, 7%, -4, 2%, 0%, 64%[activator], -2%
- COc1ccc(-c2nnc(N3CCOCC3)c3ccccc23)cc1
  58%[activator], 8%, -22%, 9%, -3, -4%, 14%, 27%, -5%
- Cc1ccc(-c2nc(CSCC(=O)NCC3CCCO3)c(C)o2)cc1 (stereo unspecified)
  0%, 2%, -11%, 4%[11.4 µM], -4, 4%, -4%, 44%[activator], 3%
- Cc1ccc(C2OC(=O)C=C2c2ccccc2)cc1 (stereo unspecified)
  8%, -1%, 7%, 0%, 1, -8%, 16%[2.33 µM], 41%[activator], -9%
- Cc1ccc(CN(C(=O)c2ccc([N+](=O)[O-])cc2)C2CCS(=O)(=O)C2)o1 (stereo unspecified)
  6%, ?, -19%[57.1 µM], -76%[56.9 µM], 0, 16%, 4%, 4%, ?
- COc1ccccc1NC(=S)N(CCc1nc2cc(C)c(C)cc2[nH]1)Cc1cccnc1
  2%, ?, -7%, -27%, -22, ·, ·, -11%, 11%
- CCCCc1nnc(NC(=O)CSc2nc(C)cc(=O)[nH]2)s1
  0%, -19%, -7%, 5%, -4, -2%, -19%[12.7 µM], 34%, 7%
- COC(=O)c1ccc(CSC2=NC[C@@H]3[C@@H]4C(=O)N(Cc5ccccc5)C(=O)[C@@H]4[C@](C)(C(=O)OC)N23)cc1
  -23%, ?, ·, -7%, 1, 0%, ·, 12%, 1%
- CN(C)S(=O)(=O)n1cc(/C=C(\NC(=O)c2ccccc2)C(=O)NCCN2CCOCC2)c2ccccc21
  -29%, -11%, -12%, 15%[56.9 µM], 3, 8%, ·, 32%, -12%
- O=C(O)c1ccccc1C(=O)OCc1ccccc1
  ?, 13%, 1%, -26%, 9, -8%, -24%[59 µM], 38%[activator], -2%
- CCOc1ccccc1NC(=O)c1cc2c(=O)[nH]c3ccccc3c2s1
  ?, -7%, ·, -21%, 1, 2%, -6%[59 µM], 29%, -2%
- COc1ccc(C(=O)N/C(=C\c2cn(S(=O)(=O)N(C)C)c3ccccc23)C(=O)NCCN2CCOCC2)cc1
  29%, -10%, -19%, -7%[56.9 µM], 4, 0%, -7%, 54%[activator], 7%
- Cc1ccc(NC(=O)Nc2cc(C(F)(F)F)c[nH]c2=O)cc1
  -13%, -12%, 4%, 12%, 6, 14%, 20%, 7%, 11%
- O=C(CCS(=O)(=O)c1ccc2c(c1)NC(=O)CS2)NCc1ccccc1Cl
  ·, 4%, -4%[57.1 µM], -8%, 5, 6%, 11%, 16%[57 µM], -3%
- Nc1cc(-c2ccc(Br)cc2)nc2cc(-c3ccccc3)nn12
  16%, 0%, -2%, -6%, -4, 8%, 66%[activator][59 µM], 68%[activator], 0%
- CCOc1ccc(-n2nnnc2SCC(=O)N2CCOCC2)cc1
  -5%, -6%, 10%, 0%, 2, -2%, 3%[59 µM], 30%, 1%
- OC(CNCCNc1ncccc1C(F)(F)F)Cn1ccc2ccccc21 (stereo unspecified)
  -17%, -24%, -18%, 2%, 0, 12%, ·, -20%, -11%
- Cn1cnc(S(=O)(=O)NC2CCN(Cc3c(F)cccc3Cl)CC2)c1
  -4%, -14%, 0%, 16%, 5, -2%, 52%[activator], 14%, -2%
- Oc1ccc(NCc2cccs2)cc1
  ?, -33%, ?, ?, ?, ?, 40µM*, ?, 11µM*
- CC(C)c1ccc(NC2CCCN(C(=O)CCn3cnnn3)C2)cc1 (stereo unspecified)
  -8%, -2%, -12%, 6%, 3, -4%, ·, 10%, 3%
- CC(=O)N1N=C(c2cccc([N+](=O)[O-])c2)OC1(C)c1cccs1 (stereo unspecified)
  0%, -29%, ?, 5%, 5, 9%, ?, -8%, 2%
- O=S(=O)(/N=C(/c1ccc(Cl)cc1)N1CCOCC1)c1ccc(Cl)cc1
  3%, -2%, -4%, -7%, 8, -2%, 40%[0.501 µM], 34%, -12%
- Cn1c(C(=O)OC(C(=O)NCc2ccco2)c2ccncc2)cc2sccc21 (stereo unspecified)
  9%, ?, ?, -19%, 5, 2%, -5%, 0%, ?
- O=C(COc1ccccc1)OCc1cc(-c2ccco2)on1
  -21%, 18%, 7%, 30%, -7, 10%, -11%[2.33 µM], 37%, 2%
- Cc1ccc(-n2nnc(-c3nccs3)n2)cc1
  -21%, -3%, 6%, -20%, ?, -2%, 2%[59 µM], 56%[activator], -5%
- CN1CCN(CC(=O)Nc2nc3c(s2)CCCC3)CC1
  25%, 0%, -4%, -22%, 10, -18%, ·, 46%[activator], -1%
- Cn1ccc2c(OCC(=O)NCc3ccccc3Cl)cccc2c1=O
  -24%, 6%, -2%, -25%, 7, -1%, -1%[59 µM], 35%, 2%
- Cc1ccc(-c2nnc(-c3ccc(NC(=O)c4cccs4)cc3)o2)cc1
  1%, ?, -6%, 6%, -2, ·, -9%, 3%, -9%
- Cc1cccc2cc3cccc(C)c3nc12
  0%, 128%[activator], 79%[activator], 8%, -1, 9%, 15%[0.501 µM], 158%[activator], -6%
- Cc1ccc(-n2nc3c(=O)n(CCCC(=O)NC(C)c4ccccc4)nc(C)c3c2C)cc1 (stereo unspecified)
  -5%, 5%, -2%, -16%, -5, 12%, 4%[59 µM], 57%[activator], 4%
- Cc1cc(C(=O)NNC(=S)NC(C)c2ccccc2)c2ccccc2n1 (stereo unspecified)
  40%[activator], -35%, -2%, -20%, -15, 0%, ·, 7%, 46%[activator]
- Cc1ccc(CNC(=O)C(=O)NCC2CCCN2S(=O)(=O)c2cc(C)ccc2C)cc1 (stereo unspecified)
  -11%, -13%, 5%, 5%, -1, -1%, -2%, 18%, 2%
- CCOC(=O)c1ccc(S(=O)(=O)N2CCN(C3CC(=O)N(c4ccccc4C(F)(F)F)C3=O)CC2)cc1 (stereo unspecified)
  0%, -5%, 8%, -5%, 1, 1%, -30%, 27%, -6%
- CN(C)CCCNc1nc(-c2ccccc2)c2c(c1C#N)CC(C)(C)OC2
  0%, -6%[11.4 µM], 2%, 1%[11.4 µM], -2, 6%, -11%[12.7 µM], 12%, 11%
- CC(C)(C)c1cnnn1-c1ccc(-c2csc(N)n2)cc1
  -6%, -16%, -2%, -5%, -3, ·, -48%[59 µM], 6%, 33%[activator]
- CCc1ccc(NC(=O)CSc2nc3ccccc3nc2Cc2ccccc2OC)cc1
  -14%, -17%, 9%, -4%, -1, 4%, 20%[59 µM], 17%[57 µM], -34%
